Bioassay records as filed in PubChem BioAssay.
Anthrax LF inh2: anthrax lethal factor protease inhibition; multiplex microsphere protease cleavage assay, LF; AID 588501; inhibition, % at 10 µM; 360,000 compounds, 0.12% hits; P15917; further: plate controls were buffer without enzyme for full effect and enzyme alone for no effect
Target sequence (P15917 whole entry, looked up): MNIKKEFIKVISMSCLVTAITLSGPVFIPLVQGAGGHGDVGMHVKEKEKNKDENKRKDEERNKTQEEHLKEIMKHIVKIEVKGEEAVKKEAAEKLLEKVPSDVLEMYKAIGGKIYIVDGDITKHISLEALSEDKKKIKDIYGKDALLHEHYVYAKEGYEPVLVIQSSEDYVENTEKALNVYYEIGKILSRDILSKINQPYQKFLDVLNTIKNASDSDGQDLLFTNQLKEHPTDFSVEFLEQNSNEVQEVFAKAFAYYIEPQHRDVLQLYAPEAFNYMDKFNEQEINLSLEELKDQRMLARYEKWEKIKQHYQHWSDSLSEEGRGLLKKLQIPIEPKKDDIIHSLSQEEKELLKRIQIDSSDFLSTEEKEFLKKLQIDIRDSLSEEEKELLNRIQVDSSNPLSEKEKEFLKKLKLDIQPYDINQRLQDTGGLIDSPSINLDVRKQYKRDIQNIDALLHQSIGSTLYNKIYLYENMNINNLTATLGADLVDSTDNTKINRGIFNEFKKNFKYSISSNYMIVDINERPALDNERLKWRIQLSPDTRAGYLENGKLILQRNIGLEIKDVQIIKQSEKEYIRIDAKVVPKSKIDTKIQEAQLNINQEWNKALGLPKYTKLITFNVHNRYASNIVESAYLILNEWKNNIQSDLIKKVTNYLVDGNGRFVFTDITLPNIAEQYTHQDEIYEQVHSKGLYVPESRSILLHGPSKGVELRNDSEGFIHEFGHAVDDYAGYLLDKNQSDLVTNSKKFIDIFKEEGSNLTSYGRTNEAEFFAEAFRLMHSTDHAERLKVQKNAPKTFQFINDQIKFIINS
TcdB GH inh: inhibitors of Clostridioides difficile toxin B glycohydrolase. TcdB glycohydrolase enzymatic assay, plate reader. 350,000 compounds, 0.24% hits. inhibition, % at 9.99 µM; in the data active means inhibition above about 10%
CCHF vOTU inh: CCHFV vOTU protease inhibition; inhibition, % at 11.5 µM; AID 651958; Pep-AMC fluorescence; 370,000 compounds, 0.55% hits; in the data active means inhibition above about 30%; further: 0% = vehicle wells with enzyme and 100% = no enzyme wells
SARS 3CLpro inh: SARS-CoV 3CLpro protease inhibition; P0C6X7; recombinant SARS-CoV 3CLpro, quenched FRET peptide cleavage; inhibition, % at 6 µM; 290,000 compounds, 0.14% hits; in the data active means inhibition above about 12%
Vc quorum ag: quorum light induction in luxS cqsA deficient V. cholerae; V. cholerae BH1578 lux reporter, luminescence, 6 h; AID 588436; activation, % at 18.7 µM; 350,000 compounds, 0.16% hits; in the data active means activation mostly above about 9.7%, no sharp cut-off; further: not every result past the cut was called active; inactives centre near 0; reference of the scale not given here
DUSP3 inh: blocks human VHR1 dual specificity phosphatase; recombinant VHR phosphatase, pNPP absorbance; AID 1654; inhibition, % at 13.3 µM; 290,000 compounds, 0.52% hits; in the data active means inhibition above about 50%; further: some compounds called inactive have numbers as strong as hits
Target sequence (P51452 whole entry, looked up): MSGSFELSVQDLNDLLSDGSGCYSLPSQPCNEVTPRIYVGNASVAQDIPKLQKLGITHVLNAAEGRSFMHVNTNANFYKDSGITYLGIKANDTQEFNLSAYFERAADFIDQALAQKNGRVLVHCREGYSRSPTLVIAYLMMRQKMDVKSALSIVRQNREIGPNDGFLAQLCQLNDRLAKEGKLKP
SSB-PriA inh: blocks PriA binding to SSB C-terminal tail; AlphaScreen SSBct-PriA binding, biotinylated peptide; inhibition, % at 33 µM; 430,000 compounds, 0.6% hits; in the data active means inhibition mostly above about 37%, no sharp cut-off; inactive means mostly below about 20%;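 further: plate controls were negative control peptide for no effect and reference peptide for full effect; strong numbers were not always called active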
Yp Topo-I inh: Y. pestis Topo-I inhibition via cleavage products | Y. pestis Topo-I cleavage product accumulation, plate reader | activity, % at 10 µM | 360,000 compounds, 0.064% hits | AID 504884; in the data active means activity above about 50%, passing the limit was not always enough; further: inactives centre near 2
PfHsp40 rescue: rescue of PfHsp40-mediated yeast toxicity. growth rescue, % at 12.5 µM. 340,000 compounds, 0.68% hits. S. cerevisiae expressing PfHsp40, growth rescue, ATP luminescence. AID 504582; in the data active means growth rescue above about 28%, passing the limit was not always enough;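 further: yeast W303a lacking pdr1 and pdr3 grown in galactose medium; growth measured after three days at 30 °C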
BoNT A protease: inhibitors of Botulinum neurotoxin A light chain protease; 360,000 compounds, 0.17% hits; inhibition, % at 10 µM; multiplex microsphere protease substrate cleavage, flow cytometry; AID 588499; further: plate controls were buffer without enzyme for full effect and enzyme alone for no effect
The depositor's hits bear a star; i = inactive; . = not tested or not shown; & = joins results of further samples. Unless noted, no stated cut-off is given here; in the data, active means inhibition above about 30%; inconclusive means no clear call, values can overlap the other calls; inactive means below that.

SMILES	Anthrax LF inh2	TcdB GH inh	CCHF vOTU inh	SARS 3CLpro inh	Vc quorum ag	DUSP3 inh	SSB-PriA inh	Yp Topo-I inh	PfHsp40 rescue	BoNT A protease
Cc1oc2c(C)c3oc(=O)c(CCC(=O)O)c(C)c3cc2c1-c1ccccc1	5.1	1.9	2.0	3.4	i	-10.3	-5.9	6.4	0.2	-0.2
O=C(c1ccncc1)N(c1ccc(N2CCOCC2)cc1)C(c1ccccc1)c1nc2ccccc2[nH]1 (stereo not drawn)	-7.4	-1.1	11.5	.	.	.	.	.	.	-0.9
Cc1ccc(C)c(C(=O)Nc2nc3ccccc3[nH]2)c1	-0.6	0.4	-3.4	3.6	-0.4	22.4	-21.6	2.0	0.3	-0.7
CCc1ccccc1N1C(=O)C2C3CC(=O)C(c4ccccc43)C2C1=O (stereo not drawn)	-2.0	1.6	7.6	1.8	-1.1	13.9	-7.5	0.7	2.0	-0.5
CC1(C)C(C(=O)O)N2C(=O)C(NC(=O)Cc3ccccc3)C2S1=O (stereo not drawn)	-0.1	1.2	-3.5	1.7	-1.3	8.8	-8.0	-1.0	-0.9	-2.1
O=c1[nH]c(SCc2ccccc2Cl)nc2[nH]ncc12	-2.6	0.4	5.2	3.2	i	29.6	-7.1	5.4	-0.5	-0.5
CCc1nc2ccccc2n1CC(=O)OCC(=O)N(CC(C)C)c1c(N)n(Cc2ccccc2)c(=O)[nH]c1=O	0.6	-2.8	-6.6	.	0.5	.	-2.0	6.2	0.6	-0.8
CCOc1ccccc1NC(=O)c1cc(S(=O)(=O)N2CCC3(CC2)OCCO3)ccc1F	-1.5	.	-13.4	5.4	i	21.4	-6.8	1.3	0.6	0.1
O=C(Cc1cccc2ccccc12)N/N=C/c1ccc(F)cc1	2.6	.	-7.0	7.5	-2.0	1.3	-1.0	34.3	1.5	-0.6
Cn1c2ccc(F)cc2c2ncn(CCCN(CCO)CCO)c(=O)c21	-4.3	.	-23.7	4.8	-0.2	21.8	-20.8	-0.6	-0.7	-1.9
CCN(CC)c1ccc(/C=c2\sc3nnc(-c4ccccc4Cl)n3c2=O)cc1	80.5*	.	3.5	-2.6	i	6.4	.	0.2	0.9	176.5*
C(=Nc1ccc(N2CCOCC2)cc1)c1c[nH]c2ccccc12	-15.1	-3.2	20.7	0.3	-0.7	23.3	17.2	-10.9	-1.3	0.0
CCOC(=O)C1CCCN(S(=O)(=O)c2ccc(C)cc2)C1 (stereo not drawn)	14.1	.	-6.1	-2.4	i	-8.8	-10.9	-3.7	-0.7	1.1
COc1ccc2sc(-c3ccccc3OC)c(-c3ccc(O)cc3)c2c1	-8.5	0.6	-4.4	.	-0.4	.	9.8	-7.0	21.9	0.5
Cc1[nH]n(-c2nc(-c3cccc([N+](=O)[O-])c3)cs2)c(=O)c1C	-0.8	.	0.4	0.8	2.2	9.4	8.9	3.9	-1.5	-1.3
COC(=O)c1sc(N)c(C(=O)OC)c1COC(=O)[C@@H](NS(=O)(=O)c1cccc(Cl)c1)C(C)C	-1.3	0.9	15.5	4.6	-0.2	5.7	-10.9	16.1	-1.1	0.2
N#Cc1ccc(C=NN2CCCCCC2)cc1	-7.6	0.6	2.8	.	-4.5	.	3.3	17.0	0.6	-0.6
COc1cccc(C(=O)NCCCNC(=O)c2ccco2)c1	-1.1	0.3	1.2	-3.3	-0.1	22.4	-14.0	-7.0	-1.2	-1.9
COc1ccc(N(CC(=O)NN=C2CCCCCCC2)S(=O)(=O)c2ccccc2)cc1Cl	-9.0	.	5.0	7.5	i	3.0	12.4	13.4	0.2	-0.2
CCOc1ccc2[nH]c(=O)c(CN(CCN3CCCC3)C(=S)Nc3ccccc3OC)cc2c1	1.7	1.9	-19.6	2.8	-0.2	18.6	5.6	7.5	1.9	2.1
O=C1c2ccccc2C(=O)N1CCc1nc2ccccc2c(=O)n1Cc1ccco1	-2.8	.	9.2	-0.2	-0.5	6.4	2.7	30.1	-1.0	-0.9
COc1ccc(C(=O)C[n+]2ccccc2/C=N/O)cc1	-2.1	0.0	0.6	0.0	i	2.6	.	5.4	-0.9	0.3
Cc1ccc(Cn2nc(C)c(NC(=O)C3CC3)c2C)cc1	-0.3	.	6.8	4.0	i	4.3	3.0	4.5	-2.1	3.2
Cn1c(=O)oc2cc(S(=O)(=O)Nc3ccc(Cl)cc3F)ccc21	-1.8	1.3	-2.3	3.8	-0.2	26.3	-9.7	2.2	9.4	-0.9
O=C1CC(SC(=S)C2CCCC2=O)C(=O)N1 (stereo not drawn)	-12.8	-1.0	4.7	.	-6.0	.	.	1.5	.	-0.3
CC(=O)N(C)c1cccc(-c2ccc3nnc(C)n3n2)c1	3.1	1.4	-8.1	2.9	0.3	-3.3	-6.0	-9.2	-1.3	-1.0
O=C(CCNC(=O)c1ccc([N+](=O)[O-])cc1)NCc1cccs1	-1.5	1.3	-2.2	.	-3.8	.	-5.2	-1.9	-1.3	0.0
CCOC(=O)Cc1csc(NC(=O)Nc2cccc(OC)c2)n1	-4.5	0.9	-5.2	-0.3	-0.3	4.9	4.1	5.6	-1.2	1.3
NC(=O)Nc1ccc(Oc2c(F)c(F)c(F)c(F)c2F)cc1	1.9	.	-0.2	1.1	i	1.0	-10.2	-0.4	-2.8	0.9
CCSc1nc2ccc(N3C(=O)C4C5C=CC(C5)C4C3=O)cc2s1 (stereo not drawn)	-1.4	1.3	0.6	2.2	-0.2	26.2	-3.6	2.8	0.9	-0.4

The final four entries of the part above are carried over, then new ones follow:
SMILES	Anthrax LF inh2	TcdB GH inh	CCHF vOTU inh	SARS 3CLpro inh	Vc quorum ag	DUSP3 inh	SSB-PriA inh	Yp Topo-I inh	PfHsp40 rescue	BoNT A protease
O=C(CCNC(=O)c1ccc([N+](=O)[O-])cc1)NCc1cccs1	-1.5	1.3	-2.2	.	-3.8	.	-5.2	-1.9	-1.3	0.0
CCOC(=O)Cc1csc(NC(=O)Nc2cccc(OC)c2)n1	-4.5	0.9	-5.2	-0.3	-0.3	4.9	4.1	5.6	-1.2	1.3
NC(=O)Nc1ccc(Oc2c(F)c(F)c(F)c(F)c2F)cc1	1.9	.	-0.2	1.1	i	1.0	-10.2	-0.4	-2.8	0.9
CCSc1nc2ccc(N3C(=O)C4C5C=CC(C5)C4C3=O)cc2s1 (stereo not drawn)	-1.4	1.3	0.6	2.2	-0.2	26.2	-3.6	2.8	0.9	-0.4
O=c1[nH]c2cc3c(cc2cc1C(c1nnnn1CC1CCCO1)N1CCCC1)OCO3 (stereo not drawn)	1.3	.	-57.3	-1.9	-0.4	27.8	-10.6	6.3	0.0	0.5
CCn1cc(CN2CCC(C(=O)Nc3cccc(-c4cccc(OC)c4)c3)CC2)c(C)n1	3.1	0.4	5.7	4.2	i	29.8	-1.1	0.9	-0.7	-0.2
COc1ccccc1C(=O)NC(CCSC)C(=O)NNC(=O)c1ccc(F)cc1 (stereo not drawn)	-1.7	2.1	14.0	-6.8	i	8.6	-23.1	-7.7	1.3	-1.0
CCN(CC)Cc1c(O)ccc2occ(C(=O)c3ccc(OC)cc3)c12	-1.8	.	8.0	-4.5	-0.7	4.2	-2.8	0.8	-1.0	-0.4
N#C/C(=C\c1ccc(N2CCCCC2)o1)C(N)=O	-0.7	0.7	21.5	5.0	-0.8	34.4	0.6	1.3	0.2	-0.4
COCCCn1c(=O)c2sccc2n2c(CCCC(=O)NCc3ccccc3)nnc12	-1.4	0.6	1.7	-0.2	-1.1	12.8	7.9	-12.0	-0.2	0.6
CN1C(=O)N(C)C(=O)C(CCc2ccccn2)(CCc2ccccn2)C1=O	3.2	.	-6.2	0.1	i	8.4	-5.2	8.5	2.0	-0.9
CN1C(=O)CC(NNC(=O)c2ccccc2)C1=O (stereo not drawn)	-3.6	.	13.2	1.4	-1.4	7.1	-10.5	3.5	-1.3	-0.4
Cc1ccccc1CSCCNC(=O)CCSc1ccccc1	1.4	0.8	2.1	5.6	i	9.5	-28.5	34.6	0.8	-1.6
CCCc1cc(=O)oc2cc(C)cc(OCC(=O)N[C@@H](CSCc3ccccc3)C(=O)O)c12	0.0	-0.8	-3.1	3.3	-0.4	28.8	-0.8	14.9	2.0	-0.4
COCCCn1c(C(C)C)nc2oc3cc(OC)ccc3c(=O)c2c1=O	0.0	.	-0.7	1.1	-6.2	20.8	-2.9	3.7	0.2	-0.7
CC(=O)Nc1c([N+](=O)[O-])cc(C)c(Cl)c1[N+](=O)[O-]	-3.9	0.9	-3.6	2.0	i	18.8	-7.3	-0.2	4.6	-1.4
CC(C)Oc1ccc(N2CC(C(=O)Nc3ccc(N4CCOCC4)cc3)CC2=O)cc1 (stereo not drawn)	-2.7	.	13.0	-2.6	-5.3	-31.9	-2.2	-7.8	-0.8	0.6
COc1ccc(CN2CC(C(=O)NCC3CCCO3)CC2=O)cc1 (stereo not drawn)	0.2	.	7.4	5.6	-0.3	-12.5	-10.4	13.7	-0.7	1.3
O=C(c1n[nH]c2ccccc12)N1CCN(S(=O)(=O)c2ccc3ccccc3c2)CC1	-5.6	.	6.1	-5.6	-0.6	4.0	11.1	-0.7	0.5	0.3
CC(C)c1ccc(S(=O)(=O)/N=C2/C=C(Sc3ncn[nH]3)C(=O)c3ccccc32)cc1	0.9	.	.	7.7	i	27.0	.	-18.9	-0.6	0.1
COc1ccc(C(O)c2nc(-c3cccc(C(C)C)c3)cs2)cc1 (stereo not drawn)	2.9	0.0	22.5	.	-0.3	.	.	19.2	.	0.4
c1ccc(-c2nnc(-c3c[nH]c4ccccc34)nc2-c2ccccc2)cc1	-1.5	.	21.6	-0.7	-0.7	-1.7	-26.8	5.8	0.1	1.2
COc1ccc(CCNC(=O)CCc2ccc(S(=O)(=O)NCC(C)C)cc2)cc1	0.4	1.2	-14.5	1.1	i	-20.2	-10.6	4.3	-0.3	0.0
COC(=O)C1(Cc2cc(-c3ccc(OC)cc3OC)no2)CCN(C(=O)OC(C)(C)C)CC1	-11.9	-0.8	16.2	-0.8	i	20.5	-18.3	3.2	1.5	0.3
Cc1ccc(NC(=O)c2ccc(S(=O)(=O)N3CC(C)CC(C)C3)cc2)cc1S(=O)(=O)N1CCOCC1 (stereo not drawn)	-6.3	1.7	-0.8	.	-0.8	.	-2.2	22.9	1.1	-0.5
COCCNC(=O)c1cccc2c(-c3cccc(C(N)=O)c3)coc12	0.0	1.2	8.1	.	-0.9	.	.	6.5	.	0.2
O=C(COc1ccc(F)cc1F)NNC(=O)Nc1cccc([N+](=O)[O-])c1	-3.1	2.5	12.6	1.3	-0.4	14.4	-16.4	-2.7	-0.7	-1.2
O=C(CCCCn1c(=O)c2ccccc2n(CC(=O)Nc2ccccc2)c1=O)NCc1ccco1	-0.7	.	10.2	-4.0	-0.5	-0.2	-9.1	-3.0	5.0	-0.7
FC(F)(F)c1nnc2sc(-c3cccs3)nn12	5.7	.	2.2	-8.3	16.7*	-19.2	-3.8	4.0	-0.6	0.3
CCn1nc(NC(=O)c2ccncc2)c2cc3cc(C)ccc3nc21	-1.5	.	20.5	-1.5	i	-13.9	-6.5	-1.3	0.8	2.0
O=C(c1ccncc1)c1ccc(N2CCN(C3CC(=O)N(Cc4ccccc4)C3=O)CC2)cc1 (stereo not drawn)	0.6	.	9.5	-1.0	i	1.2	-8.2	9.3	0.9	-0.5
Cc1nc2cc(NS(=O)(=O)c3ccccc3F)ccc2s1	1.1	8.1	6.2	-1.0	-0.4	15.5	5.7&0.0	10.5	0.0	0.3
Cc1ccc(-c2nc(CN(C)C3CCOC3)c(C)o2)s1 (stereo not drawn)	-9.4	1.3	-3.8	-2.3	3.0	11.1	-9.3	-10.8	1.2	-0.7

An excerpt; rates above refer to the full screens.
